OX1R antag-1: human HCRTR1 antagonism | O43613 | CHO/OX1R cells, Fluo-8 calcium fluorescence, orexin A | inhibition, % at 5 µM | 0.43% of 330,000 active | AID 434989;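 active = inhibition above its plate's threshold, mean inhibition of all tested compounds on the plate plus 3 SD, cut at about 37% in these data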;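 also: 0% = orexin A challenge wells and 100% = SB-334867-A antagonist wells; not every result past the cut was called active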
Target sequence (O43613 whole entry, looked up): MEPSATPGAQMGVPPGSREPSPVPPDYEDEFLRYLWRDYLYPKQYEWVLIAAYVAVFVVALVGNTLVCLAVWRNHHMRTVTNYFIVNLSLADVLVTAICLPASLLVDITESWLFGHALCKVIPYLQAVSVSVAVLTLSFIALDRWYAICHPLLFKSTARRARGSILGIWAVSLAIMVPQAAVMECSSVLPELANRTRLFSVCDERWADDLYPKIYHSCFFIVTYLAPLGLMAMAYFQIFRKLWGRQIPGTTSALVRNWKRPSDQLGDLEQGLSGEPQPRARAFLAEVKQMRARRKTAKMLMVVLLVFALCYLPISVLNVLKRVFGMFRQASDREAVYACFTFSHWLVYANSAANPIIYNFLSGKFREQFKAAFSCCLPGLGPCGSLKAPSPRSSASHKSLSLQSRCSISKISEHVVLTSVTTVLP
OX1R antag-2: blocks the human orexin 1 receptor; O43613; OX1R-expressing cells, FRET antagonist read-out; inhibition, % at 6.6 µM; 1.8% of 330,000 active; AID 485270; in the data active = inhibition mostly above about 38%, no sharp cut-off; inactive = mostly below about 40%;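 also: 0% = agonist challenge alone and 100% = reference antagonist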
* marks the source's active call; other numbers are inactive results. Rows are unselected. About 2.1% of those tested had a hit in this group.

smiles,OX1R antag-1,OX1R antag-2
CCOC(=O)c1ccc(NC(=O)CC2C(=O)OCCN2CC)cc1 (centres undefined),-6,4
COc1ccccc1CCCNC(=O)C1CCC(=O)N(CCc2cccc(F)c2)C1 (centres undefined),-34,41
CCN1CCN(c2cc(C)c3cc(NC(=O)c4ccc5c(c4)OCO5)ccc3n2)CC1,-20,8
O=C(CCC1CCCN(c2ncccn2)C1)N1CCN(c2ccccn2)CC1 (centres undefined),-9,2
COc1cccc(C(=O)N2CCCC(CCC(=O)NCc3ccc(F)c(F)c3)C2)c1 (centres undefined),-18,12
Oc1ccc(/C=N/NC(=S)NCc2ccco2)cc1,-11,-7
CC(C)(C)c1ccc(OCC(=O)O)cc1,-3,12
Cc1cc(C)c(S(=O)(=O)c2c(C)cccc2C)c(OCC(C)C)n1,-26,13
COc1ccc(Nc2nc(CC(C)=O)ns2)cc1OC,-29,14
O=C1CCC[C@@H]2CC(N3CCCCC3)C[C@@H]3CCN1[C@H]23 (some centres undefined),0,6
CCOC(=O)N1CCN(C(=O)COc2cccc3c2CCN(Cc2ccccc2C)C3=O)CC1,-22,2
CCN(CC)S(=O)(=O)c1ccc(C(=O)N2CCc3ccccc32)cc1,-1,31
CC(C)(C)c1ccc(CN2N=C(/C=C/c3ccccc3)CCC2=O)cc1,-33,1
COc1ccc(C2Nc3ccccc3C(=O)N2c2ccc(C)cc2)cc1Cn1nnc2ccccc21 (centres undefined),-15,6
CN(CC(=O)Nc1ccc(F)c(F)c1F)c1cnccn1,9,24
COc1cc(/C=C(\C#N)c2ccccn2)ccc1OCC(=O)Nc1ccc(Br)cc1,-24,27
CC(C)Cn1cc(C(=O)NCc2cccs2)c2c3ccccc3n(C)c2c1=O,-11,20
COc1ccc(C(=O)O)c(O)c1,1,14
Cc1ccc(F)cc1NC(=O)N1CCNC(=O)C1CC(=O)Nc1cc(Cl)ccc1Cl (centres undefined),-1,10
CCN(C(=O)CSc1cc(C)c2cccc(C)c2n1)C1CCS(=O)(=O)C1 (centres undefined),-21,10
CC(=O)c1ccc(Oc2cc(-c3ccccc3)nc(-c3ccccc3)n2)cc1,-11,4
CN1CCN(C(=O)C2CC(c3c(F)cccc3Cl)=NO2)CC1 (centres undefined),2,5
Cc1cccc(NC(=O)C[n+]2cccc(C)c2)c1,-9,-4
CC1CCc2c(nc3sc4c(c3c2N)CCCC4)C1 (centres undefined),-13,19
COC(=O)c1cc2n3ccccc3c(C)c(-c3ccccc3)c-2c1C(=O)OC,-18,32

New compounds follow
smiles,OX1R antag-1,OX1R antag-2
CC(=O)N1CCc2cc(Br)cc(S(=O)(=O)CCC(=O)Nc3c(C)n(C)n(-c4ccccc4)c3=O)c21,-15,11
COC(=O)[C@H](Cc1ccccc1)NC(=O)N1CCN(Cc2ccccc2)CC1,-21,-2
COc1ccc(C2C(C(=O)c3ccc(C)o3)=C(O)C(=O)N2Cc2cccnc2)cc1OC (centres undefined),-12,14
CCOC(=O)C1=C(O)C(=O)N(c2ccc(S(N)(=O)=O)cc2)C1c1ccccc1 (centres undefined),-4,28
Cc1occc(=O)c1OCc1ccc(F)cc1,-20,7
COc1ccc(C2CC(c3ccc(F)cc3)n3nc(NS(C)(=O)=O)nc3N2)cc1 (centres undefined),-5,7
COc1ccc(NC(=O)C2CCN(S(=O)(=O)c3c(C)noc3/C=C/N(C)C)CC2)cc1,-10,16
Cc1cc(C)c2c(c1)[C@@H]1C=CC[C@@H]1[C@H](c1ccc(S(=O)(=O)N3CCOCC3)cc1)N2,-7,12
CCOc1ccc(C(=O)Nc2ccc(S(=O)(=O)N3CCN(C)CC3)cc2)cc1,-13,0
CCCCN1CCc2c1nc1ccc(Br)cc1c2N,-14,15
CC1(C)S[C@@H]2[C@H](NC(=O)COc3ccccc3)C(=O)N2C1C(=O)OCC1CCCCC1 (some centres undefined),-31,2
c1ccc([C@H]2CNCCN2CCc2cccc3ccccc23)cc1,9,5
O=C1c2cc(S(=O)(=O)NCCCO)ccc2-c2ccc(S(=O)(=O)NCCCO)cc21,1,54*
COc1ccc(NC(=O)CSc2nnc(NC(=O)C3CCC3)s2)cc1,-18,17
CC(=O)Nc1ccc(SCC(=O)N(CCC#N)c2cc(C)cc(C)c2)cc1,-9,17
CS(=O)(=O)N(CC(=O)N1CCC(C(N)=O)CC1)c1ccc(Oc2ccccc2)cc1,-7,11
NNC(=O)c1ccc(Cn2cc(Br)cn2)cc1,-34,16
COc1ccc2c(c1)cc(C(=O)O)n2C,-4,11
Cc1ccc(CNC(=O)C2(NC(=O)Nc3ccc(C)cc3)CCCCC2)cc1,12,4
O=C(CN(C1CCCCC1)S(=O)(=O)c1ccc(Br)cc1)NCc1cccnc1,-44,9
CC(C)S(=O)(=O)C/C(N)=N/OS(=O)(=O)c1ccc(Cl)cc1,-11,2
Cc1ccc(N2NC(=O)/C(=C/c3ccc(-c4ccc(Cl)c(C(=O)O)c4)o3)C2=O)cc1,-8,9
CCOc1ccc(C(=O)N[C@H](C(=O)O)C(C)C)cc1,2,4
COc1cccc(C(=O)C2CCCN(C/C=C/c3ccccc3OC)C2)c1 (centres undefined),-35,33
Cc1cccc(/N=C/c2c(C)[nH]n(-c3ccccc3)c2=O)n1,-13,7

Arranged by molecular weight (rising): part of the list above.
smiles,OX1R antag-1,OX1R antag-2
Cc1occc(=O)c1OCc1ccc(F)cc1,-20,7
CCCCN1CCc2c1nc1ccc(Br)cc1c2N,-14,15
O=C(CN(C1CCCCC1)S(=O)(=O)c1ccc(Br)cc1)NCc1cccnc1,-44,9

Following part:
smiles,OX1R antag-1,OX1R antag-2
O=C(CN1C(=O)NC2(CCCC2)C1=O)Nc1ccc(Cl)cc1C(F)(F)F,-13,6
CCc1ccc(OCC(=O)N2c3ccccc3CCc3ccccc32)cc1,-24,16
O=C(NCc1ccccc1)C1=C[C@@H](c2ccccc2)C[C@@H](OCCCCO)O1,-19,29
Cc1ccc(S(=O)(=O)N2CCOCC2)cc1C(=O)NCc1ccccn1,-11,6
COc1ccc(OC)c(Nc2nc(N)nc(-c3cc4ccccc4o3)n2)c1,12,80*
Nc1nnn(CC(=O)N/N=C/c2ccncc2)n1,-3,4
O=C(Nc1cccc(S(=O)(=O)N2CCCCC2)c1)c1cccs1,-26,-2
O=C(/C=C/Nc1ccc(Br)cn1)c1cccc(OC(F)F)c1,-4,8
O=C(O)CSCC(=O)NCc1ccccc1,-10,12
CCC1C/C(=C\c2cc(OC)c(OC)cc2OC)C(=O)/C(=C/c2cc(OC)c(OC)cc2OC)C1 (centres undefined),-8,9
COc1ccc(C(=O)NC(=S)NCCc2ccccc2)cc1,-27,9
Cn1ncc(Br)c1C(=O)NC1C2CC3CC(C2)CC1C3 (centres undefined),-19,13
Cn1nc(C(=O)Nc2ccc(S(=O)(=O)N3CCCCC3)cc2)c2ccccc2c1=O,-25,8
CCCCOCCCNC(=O)N[C@H](C(=O)OC)C(C)C,8,13
Cc1c(C)c2ccc(OCC(=O)N3CCN(c4ccc(F)cc4)CC3)c(C)c2oc1=O,-14,1
O=[N+]([O-])c1ccc(N2CCCCC2)cc1N1CCOCC1,-5,50
CCOC(=O)Cc1cc(=O)n2[nH]c(C)c(-c3ccc(OC)cc3)c2n1,-4,2
COc1ccc(C2C3=C(OC(C)=O)c4ccccc4C3=Nc3c2c(=O)n(C)c(=O)n3C)cc1 (centres undefined),-3,11
O=C(OCC(=O)N1CCN(S(=O)(=O)c2ccc(Cl)cc2)CC1)C1CCC1,-12,12
COc1ccc(CCn2c(NCc3ccco3)nc3c2c(=O)[nH]c(=O)n3C)cc1,12,13
CCCCSc1nnc(-c2cc(Br)ccc2N)c(=O)[nH]1,0,16
CCCC1(c2ccccc2)NC(=O)N(CC(=O)Nc2ccccc2C(F)(F)F)C1=O (centres undefined),0,4
CN(C)c1ccc(C(=O)N2CCCC2)cc1,-14,8
O=[N+]([O-])c1ccc(C(O)CN2CCN(Cc3ccccc3)CC2)cc1 (centres undefined),-22,11
O=C1C2C3C=CC(C2C(=O)N1c1nccs1)C1C(=O)N(c2nccs2)C(=O)C31 (centres undefined),-10,1

Part of the list above, set out differently:
COc1cccc(C(=O)N2CCCC(CCC(=O)NCc3ccc(F)c(F)c3)C2)c1 (centres undefined)
  OX1R antag-1 = -18
  OX1R antag-2 = 12
Oc1ccc(/C=N/NC(=S)NCc2ccco2)cc1
  OX1R antag-1 = -11
  OX1R antag-2 = -7
CC(C)(C)c1ccc(OCC(=O)O)cc1
  OX1R antag-1 = -3
  OX1R antag-2 = 12

(listing goes on)
smiles,OX1R antag-1,OX1R antag-2
COc1ccc(CC(=O)OCC(=O)c2c[nH]c3ccccc23)cc1,10,0
CC(C)C(C)NC(=O)COc1ccc(S(=O)(=O)N2CCOCC2)cc1Cl (centres undefined),-28,10
Cc1nnc(SCC(=O)N(CC(C)C)C2CCS(=O)(=O)C2)s1 (centres undefined),1,0
CC(=O)Nc1ccc(S(=O)(=O)NCC2CCC(C(=O)NCCC3=CCCCC3)CC2)cc1 (centres undefined),4,10
C/C(=N\NC(=O)c1cc(-c2cccc([N+](=O)[O-])c2)n[nH]1)c1ccc(F)cc1,-19,31
NSc1nc(N)c2nc(-c3ccccc3)c(-c3ccccc3)nc2n1,-27,6
N#Cc1ccc(OCC(=O)OCC(=O)Nc2sccc2C(N)=O)cc1,16,6
COC(=O)c1c(NC(=O)c2ccoc2C)sc(C)c1C,4,17
COc1ccc(SC[C@H](C)CN2CC[C@H](C)CCC2=O)cc1,4,14
CCc1ccc(N2CC(C(=O)Nc3ccc(S(=O)(=O)NCC4CCCO4)cc3)CC2=O)cc1 (centres undefined),-30,8
COc1cc(CN2CCN(c3cccc(C)c3C)CC2)cc(Br)c1O,-17,13
COc1ccccc1N1C(=O)c2ccc(C(=O)Nc3ccc(C(=O)O)cc3)cc2C1=O,-16,7
COC(=O)CNC(=O)Cn1nc(C)c([N+](=O)[O-])c1C,-9,13
CC(=O)N1CCN(C(=O)CCNS(=O)(=O)c2ccc(Br)cc2)CC1,-2,4
COc1cc(/C=N/NC(=O)c2ccncc2)cc(OC)c1OC,-4,13
COc1ccc(OCC(=O)Nc2cc(-c3nn(C)c(=O)c4ccccc34)ccc2N2CCOCC2)cc1,-29,13
CC(C)(C)NC(=O)NC(=O)CN1CCN(S(=O)(=O)/C=C/c2ccccc2)CC1,-19,3
COc1cc(C(C)=O)ccc1Oc1ncnc2c1cnn2-c1ccc(C)c(C)c1,-31,17
Cn1c(N)c(S(=O)(=O)N2CCN(C(=O)c3ccco3)CC2)c(=O)n(C)c1=O,1,4
Cc1ccc(-c2cc(C(=O)Nc3cc(C)ccc3C)[nH]n2)c(O)c1,9,4
O=C(O)CCC(=O)N1CCc2cc(S(=O)(=O)N(CCc3ccccc3)Cc3ccccc3)ccc21,6,5
Cc1ccccc1S(=O)(=O)Nc1nc2ccccc2nc1Cl,1,17
CSCCC(NC(=O)c1ccccc1Cl)C(=O)OCC(=O)N1CCCC1=O (centres undefined),-21,2
CCCOc1ccc(C2C(=O)N(C3CCCCC3)CC(=O)N2CCCOCC)cc1OC (centres undefined),-27,7
CCOC(=O)CSc1nnc(CCCCCN2C(=O)c3cccc4cccc(c34)C2=O)o1,-10,8

More entries
smiles,OX1R antag-1,OX1R antag-2
CC(=O)NC(=S)Nc1ccccc1C(=O)Nc1ccccc1,1,3
O=C(CNC(=S)N(Cc1ccccc1)Cc1cccnc1)NCCc1ccccc1,-42,11
COc1ccc(N(CC(=O)N2c3ccccc3CC2C)S(=O)(=O)c2c(C)noc2C)cc1 (centres undefined),-23,30
Cc1cc(C)cc(C(=O)N2CCN(Cc3ccc4c(c3)OCO4)CC2)c1,-27,-7
O=S(=O)(c1ccc2oc3ccccc3c2c1)N1CCOCC1,-14,7
CCCCn1c(SCC(=O)NCc2cccs2)nc2c1c(=O)n(C)c(=O)n2C,-27,12
COc1ccc(C(C)=O)cc1COC(=O)CSC(C)C(=O)Nc1cc(C)on1 (centres undefined),-18,22
Cc1cccc(C)c1NC(=S)N(CCCN1CCCCC1)Cc1ccco1,-28,14
CCC1(C)Cc2c(sc3nnn(CC(=O)Nc4ccccc4)c(=O)c23)CO1 (centres undefined),1,2
NS(=O)(=O)c1ccc(NC(=O)C2CCCN(S(=O)(=O)c3ccc(F)cc3)C2)cc1 (centres undefined),-1,10
CC(C)N1CC(C(=O)Nc2ccc(Br)c(Cl)c2)CC1=O (centres undefined),-14,16
Cc1ccc(C(=O)CSc2nc3ccccc3c(=O)n2N)o1,-25,25
CN1CCN(c2nc3c(c(=O)n(C)c(=O)n3C)n2Cc2cccc(Br)c2)CC1,-11,11
CCCn1nc(C(=O)NNC(=O)c2ccc(OC(F)F)cc2)c2ccccc2c1=O,-21,7
O=C(CSc1nnnn1Cc1ccccc1)Nc1ccc2c(c1)OCO2,-10,14
FC(F)(F)c1ccccc1Nc1nccs1,-9,11
CCCCOc1cccc(C(=O)Nc2ccc(S(=O)(=O)Nc3cc(C)on3)cc2)c1,-11,33
CCOC(=O)N1CCN(c2ncc(C(F)(F)F)cc2Cl)CC1,-6,19
O=C(NNC(=O)C1CCN(S(=O)(=O)c2ccc(Cl)cc2)CC1)c1ccc(S(=O)(=O)N2CCCCC2)cc1,-4,-8
Cc1cccc(CS(=O)(=O)Cc2ccc(C(=O)NC3CCCCCC3)o2)c1,-14,10
COC(C[C@@H]1O[C@H]1C(=O)[C@@H](C)OCc1ccccc1)OC,-13,39

Source: PubChem BioAssay
